Assay outcomes deposited in PubChem BioAssay by National Center for Advancing Translational Sciences (NCATS).
mIDH1 inhibitor: qHTS for Inhibitors of mutant isocitrate dehydrogenase 1 (IDH1): qHTS; Isocitrate dehydrogenase [NADP] cytoplasmic (Homo sapiens), O75874; Potency, µM (series often up to 76.6 µM), for inactives: at the highest dose activity change, negative = inhibition, usual class: inhibitors; IDH1-R132H enzyme, NADPH consumption, diaphorase/resazurin fluorescence; AID 602179, 2012; 390,000 tested, 0.093% active; note: potency is the fitted concentration of half-maximal effect; % is set by controls: 0 for no effect and ±100 for the full control effect; nearly all actives have a fitted effect of over 65% in size
Target sequence (O75874 whole entry R132H, stated change not applied): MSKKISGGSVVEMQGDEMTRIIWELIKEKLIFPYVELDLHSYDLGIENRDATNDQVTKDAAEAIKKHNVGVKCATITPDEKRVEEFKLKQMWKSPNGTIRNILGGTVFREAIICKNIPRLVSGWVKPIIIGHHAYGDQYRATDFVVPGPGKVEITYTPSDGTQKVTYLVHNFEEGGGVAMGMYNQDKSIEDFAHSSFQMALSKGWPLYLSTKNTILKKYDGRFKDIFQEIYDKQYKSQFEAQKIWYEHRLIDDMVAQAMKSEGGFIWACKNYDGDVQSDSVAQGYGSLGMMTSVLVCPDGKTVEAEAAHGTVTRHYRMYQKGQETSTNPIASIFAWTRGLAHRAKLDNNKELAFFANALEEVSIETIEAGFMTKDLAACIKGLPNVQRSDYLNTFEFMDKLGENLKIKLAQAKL
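IDH1-R132H (0.5 ug/mL dispensed) in pH 7.5 Tris buffer was preincubated 30 min with compound, then given a substrate mix of 0.016 mM NADPH and 2 mM alpha-KG for 80 min at room temperature; remaining NADPH was read by diaphorase/resazurin fluorescence.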
Pin1 inh: qHTS Assay to Find Inhibitors of Pin1; Peptidyl-prolyl cis-trans isomerase NIMA-interacting 1 (Homo sapiens), Q13526; Pin1 FP peptide displacement, HiFluor488, 10 min; Potency, µM (highest dose often 115 µM), for inactives: top-dose activity, negative = inhibition, most hits filed as inhibitors; 390,000 tested, 0.009% active; AID 504891, 2011; active = well fitted inhibition curve with a large enough effect in the polarisation, with a control signal flat, not every such curve was filed as active; inconclusive = small, poorly fitted or top-dose-only effect, or effect the other way, or a change in a side signal; inactive = no such curve, though single readings can be large or run the other way; the % refers to the polarisation; note: potency is the fitted concentration of half-maximal effect; % is set by controls: 0 for no effect and ±100 for the full control effect
Target sequence (Q13526 whole entry, looked up): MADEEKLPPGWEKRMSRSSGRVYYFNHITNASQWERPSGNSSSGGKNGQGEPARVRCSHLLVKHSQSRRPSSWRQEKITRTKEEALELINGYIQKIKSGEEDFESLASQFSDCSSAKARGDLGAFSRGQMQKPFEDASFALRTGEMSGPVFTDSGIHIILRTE
D2 antagonist: HTS Assay for Allosteric Antagonists of the Human D2 Dopamine Receptor: Primary Screen for Antagonists. AID 485344, 2010. HEK293 TREx D2 cells, calcium flux, dopamine EC80. inhibition, % at 10 µM. 340,000 tested, 2% active; in the data active = inhibition above about 30%; note: 0% is about no effect
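Compounds are added to dye-loaded, induced HEK293 T-REx cells coupled to calcium release via D2; after a 3 min kinetic read an EC80 dopamine stimulus is given and fluorescence is recorded for 3 more min.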
D2 agonist: HTS Assay for Allosteric Agonists of the Human D2 Dopamine Receptor: Primary Screen for Agonists; AID 485358, 2010; activation, % at 2 µM; 340,000 tested, 0.53% active; HEK293 T-REx D2 cells, calcium flux agonist mode; D(2) dopamine receptor (Homo sapiens), P14416;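 active = activation over 3 SD above normal in the single-dose calcium agonist read, cut at about 30% in these data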; note: 0% is about no effect
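Tetracycline-induced HEK293 T-REx cells with force-coupled D2 receptor, plated overnight at 30 C, loaded with no-wash calcium dye. After a 10 s baseline, compound was pin-added and calcium flux read kinetically for 180 s; calcium rises flagged agonists.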
TRHR enhancer: qHTS for Small Molecule Agonists and Allosteric Enhancers of Human TRH Receptor: Primary Screen for Enhancers. Thyrotropin-releasing hormone receptor (Homo sapiens), P34981. TRHR cells, fluo-8 calcium fluorescence, EC20 TRH enhancement. enhancement, % at 2 µM. 360,000 tested, 0.66% active. AID 493056, 2011; in the data active = enhancement above about 30%; note: 0% is about no effect
Target sequence (P34981 whole entry, looked up): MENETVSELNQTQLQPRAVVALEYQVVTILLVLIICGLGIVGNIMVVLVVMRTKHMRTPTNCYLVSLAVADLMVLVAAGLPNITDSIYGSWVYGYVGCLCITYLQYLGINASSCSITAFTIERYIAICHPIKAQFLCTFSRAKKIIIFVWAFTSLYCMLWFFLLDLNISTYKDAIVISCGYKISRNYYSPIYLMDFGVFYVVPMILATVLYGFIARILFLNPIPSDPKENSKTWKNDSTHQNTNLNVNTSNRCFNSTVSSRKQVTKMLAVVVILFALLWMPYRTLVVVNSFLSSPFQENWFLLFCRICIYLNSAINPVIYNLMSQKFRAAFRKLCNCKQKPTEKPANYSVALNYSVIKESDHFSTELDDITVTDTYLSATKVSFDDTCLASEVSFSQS
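TRHR-expressing cells loaded with fluo-8 calcium dye were read kinetically (ex 480/em 530) during compound addition, then stimulated with an EC20 of TRH (10 nM final). Enhancement of the Gq-mediated intracellular calcium response was scored.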
USP1 inh: Inhibitors of USP1/UAF1: Primary Screen. Potency, µM (highest dose often 57.1 µM), inactives show at the highest dose activity change, negative = inhibition, hits mostly inhibitors. Ubiquitin carboxyl-terminal hydrolase 1 (Homo sapiens), O94782. recombinant USP1/UAF1, Ub-Rhodamine cleavage fluorescence. 390,000 tested, 0.23% active; note: potency is the fitted concentration of half-maximal effect; % is set by controls: 0 for no effect and ±100 for the full control effect; nearly all actives have a fitted effect of over 60% in size; inactives centre near -12
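Step one: compound is pinned into 1nM USP1/UAF1 in HEPES pH 7.8 buffer with TCEP. Step two: 15 min room-temperature incubation. Step three: Ub-Rho (150nM final) starts cleavage, tracked by fluorescence over six one-minute reads.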
rTrxR1 inhibitor: qHTS Assay for Inhibitors of Mammalian Selenoprotein Thioredoxin Reductase 1 (TrxR1): qHTS | recombinant rTrxR1, NADPH fluorescence consumption, selenite substrate | Potency, µM (titrated, usually from 114 µM), for inactives: top-dose activity change, negative = inhibition, hits mostly inhibitors | 390,000 tested, 1% active | AID 588453, 2011; note: potency is the fitted concentration of half-maximal effect; % is set by controls: 0 for no effect and ±100 for the full control effect; nearly all actives have a fitted effect of over 65% in size
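Rat TrxR1 (90 nM in the dispensed reagent) was pre-reduced with 400 uM NADPH for 5 min at room temperature, then incubated with compound for 15 min. After 400 uM selenite was added, NADPH fluorescence (Ex 340/Em 450 nm) was followed for 8 min.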
TrxR1 substrate: qHTS Assay for Substrates of Mammalian Selenoprotein Thioredoxin Reductase 1 (TrxR1): qHTS. 390,000 tested, 0.01% active. AID 588456, 2011. Potency, µM (top dose mostly 114 µM), for inactives: top-dose activity change, negative = substrate turnover. Thioredoxin reductase 1, cytoplasmic (Rattus norvegicus), O89049. purified TrxR1 substrate turnover, NADPH consumption readout; note: potency is the fitted concentration of half-maximal effect; % is set by controls: 0 for no effect and ±100 for the full control effect; nearly all actives have a fitted effect of over 50% in size
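Rat TrxR1, dispensed at 90 nM, was prereduced with 400 uM NADPH (final) for 5 min at ~22 deg C, then incubated with compound 15 min before 400 uM selenite. A first-read NADPH fluorescence drop versus no-compound background flagged substrates.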
TRHR ag: qHTS for Small Molecule Agonists and Allosteric Enhancers of Human TRH Receptor: Primary Screen for Agonists; Thyrotropin-releasing hormone receptor (Homo sapiens), P34981; TRHR cells, calcium flux fluo-8, FDSS agonist mode; activation, % at 2 µM; 360,000 tested, 0.18% active; AID 493084, 2011; in the data active = activation above about 30%; note: 0% is about no effect
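Read-out: compound-evoked intracellular calcium rise in TRHR cells, fluo-8 dye, kinetic FDSS fluorescence at 1 s/cycle following a 10-cycle baseline. Cells cultured overnight before dye loading (30 min–1.5 h, RT).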
Active calls of the source: *; ? = inconclusive; / = no result given; & = joins results of further samples; [ ] = dose if it differs, or a comment. Unless noted, calls come from the whole dose curve; as a rule, active = well fitted inhibition curve with a large enough effect; inconclusive = small, poorly fitted or top-dose-only effect; inactive = no such curve, though single readings can be large or run the other way.

Screens in order – D2 agonist | Pin1 inh | TRHR enhancer | USP1 inh | rTrxR1 inhibitor | mIDH1 inhibitor | TRHR ag | TrxR1 substrate | D2 antagonist
COc1ccc(C(=O)N/N=C(\C)CC(=O)Nc2ccc3c(c2)OCO3)cc1
  -0.5 | -1.1% | 12.1 | 7.8% | ? | -0.3% | -0.5 | 10.4%[57.1 µM] | -8.3
O=C(CCN1C(=O)c2ccccc2S1(=O)=O)NCc1ccccc1Cl
  0.2 | 3.6% | -0.3 | -16.5% | 13.7% | 6.1% | -0.5 | 5.9% | 0.3
CCN1C(=O)[C@H]2[C@H]3CN=C(SCc4ccc(C)cc4)N3[C@@](CC)(C(=O)OC)[C@H]2C1=O
  / | 7.6% | / | -8.2% | 9.6% | 15.2% | / | -0.9% | /
Cc1ccc(S(=O)(=O)N2C(=O)CCC2C(=O)O/N=C(\N)c2ccccc2)cc1 (stereo unspecified)
  0.4 | 6.2% | -3.4 | -23.5% | -7.0% | 12.8% | -0.3 | -9.4% | 10.5
O=C(CCNC(=O)C1CCN(S(=O)(=O)c2ccccc2)CC1)NCCc1ccc(Cl)cc1
  0.6 | -8.4% | -8.0 | -28.4% | ? | -11.9% | -0.2 | -12.8% | -1.7
CCOC(=O)N1CCN(C(=O)CSc2cc(C)nc3c(-c4ccccc4OC)c(C)nn23)CC1
  -1.2 | -2.6% | -0.2 | -6.9% | -3.9% | 1.6% | -1.1 | -8.9% | 11.3
CCOc1ccccc1CN1CCNC(=O)C1CC(=O)NC1CCCCCC1 (stereo unspecified)
  -0.5 | -5.4% | 2.5 | -14.9% | ? | -6.6% | 0.6 | -4.1% | -14.0
O=C(O)CCc1nc2cc3ccccc3cc2[nH]1
  -0.9 | -0.6% | 20.1 | -16.2% | -2.1% | 9.1% | -0.4 | 10.4% | -18.9
COc1ccc(CNS(=O)(=O)c2cc(Br)cc3c2N(C(C)=O)C(C)C3)cc1 (stereo unspecified)
  4.5&0.0 | 3.7%&-5.9% | -1.4&-3.9 | -1.8%&-26.5% | 22.9%[57.1 µM] | 4.0%&12.3% | 0.3&0.1 | 14.3%[57.1 µM] | 7.7
Cc1ccccc1-c1ccc(=O)n(CC(=O)Nc2ccc(S(=O)(=O)N(C)C)cc2)n1
  / | 3.7% | -5.1 | -16.9% | 0.3% | 0.7% | 0.0 | -2.6% | /
COc1cccc(C(=O)NC(=O)Nc2ccc(-n3nc(C(F)(F)F)cc3C(F)(F)F)cc2)c1
  -0.9 | 7.2% | 2.0 | -16.4% | 21.5% | -14.9% | 2.5 | -2.3% | /
CCCCS/C(N)=N/N=C/c1cc(C)ccc1O
  -0.3 | -11.3% | -2.7 | -0.5% | 7.1% | -1.6% | 0.5 | 0.5% | -7.8
CCc1ccc(NC(=O)CSc2c(C)cnc3c2c(=O)n(C)c(=O)n3C)cc1
  -0.7 | -5.4% | -0.7 | -14.9% | 7.2%[57.1 µM] | 0.0% | -0.4 | 2.7%[57.1 µM] | /
Cn1ccnc1SCC(=O)NC1(C#N)CCCCC1
  1.2 | -6.3% | 0.1 | -14.1% | 12.1%[57.1 µM] | 2.4% | 0.5 | 6.8%[57.1 µM] | -21.5
CCc1nc(CN(C)C(=O)C2CCC(=O)N(Cc3cccc(F)c3)C2)no1 (stereo unspecified)
  0.7 | -5.9% | -3.0 | -21.1% | 15.7% | 0.0% | -0.1 | 6.4% | -7.5
Cc1c(/C=C2\SC(=Nc3cccc(C(=O)O)c3)NC2=O)c2ccccc2n1C
  0.4 | 42.9%[activator] | -3.9 | ? | ? | 0.0% | 0.3 | -0.3% | 4.4
COc1ccc(CCNC(=O)COc2cc(C)cc3oc(=O)c(C)c(C)c23)cc1OC
  / | 0.9% | / | 7.8% | 6.6% | -10.8% | / | 1.2% | /
Cc1cccc(N=Nc2c(N)n[nH]c2-c2ccc(Cl)cc2)c1
  -0.9 | -4.0% | -4.1 | -5.6% | 34.0% | -5.0% | -0.6 | -1.1% | -4.6
Cc1cc(C(=O)O)c2c(=O)n(C)c(=O)n(C)c2n1
  0.4 | 2.2% | 8.1 | -29.8% | 10.6% | 2.0% | 0.6 | 5.6% | /
Cc1cc(NC(=O)CN2C(=O)/C(=C/c3cccc(Br)c3)SC2=S)no1
  1.4 | 22.3% | 47.1* | -23.2% | 18.9%[57.1 µM] | 5.3% | 1.2 | 4.8%[57.1 µM] | -6.2
COc1cc(C(CC(=O)N2CCOCC2)c2c(OC)cc(OC)c3ccc(=O)oc23)cc(OC)c1OC (stereo unspecified)
  0.4 | -11.9% | -1.5 | -11.9% | -4.9% | -3.4% | -0.3 | -4.8% | -2.9
O=CN1CCN(C(=O)c2ccc(-c3nc4ccccc4s3)s2)CC1
  -1.3 | -2.9% | -3.5 | 2.9% | -4.3% | 0.3% | -0.4 | 7.5% | 15.7
O=C(CCN1C(=O)/C(=C/c2ccc3c(c2)OCO3)SC1=S)Nc1ccccc1
  -0.6 | -2.7% | -6.2 | -13.7% | 10.2% | 1.4% | -0.2 | 1.7%[0.457 µM] | -7.3
COc1ccc(Cl)cc1NC(=O)Cn1c(NCCO)nc2ccccc21
  2.2 | 0.1% | 1.9 | -1.3% | -44.8% | -2.9% | 0.6 | -12.8% | 5.0
COc1ccc(-c2nnc3sc(-c4ccccc4OC)nn23)cc1
  -0.7 | 3.0% | -4.7 | -18.2% | 19.1% | -5.2% | -2.4 | 3.0% | 1.7
CC1=C(C(=O)Nc2cccnc2)C(c2cccc(Br)c2)n2nc(SCc3ccccc3)nc2N1 (stereo unspecified)
  -0.1 | 8.2% | -0.4 | -22.8% | 24.3% | -12.0% | 0.2 | 8.2% | /
CCOC(=O)C1=C(CC)OC(N)=C(C#N)C1c1ccsc1 (stereo unspecified)
  2.1 | -4.4% | 2.9 | -7.4% | -30.0% | 2.1% | 0.9 | -8.0% | 0.0
Cc1ccc(NC(=O)c2ccc(=O)n(CC(=O)Nc3ccccc3)n2)cc1
  1.0&0.3 | -8.6%&-1.8% | -1.6&0.2 | -14.9%&-16.4% | 17.8% | 1.4%&8.5% | -0.2&0.3 | -5.0% | -11.6
Cc1ccc(Cl)cc1N1CCN(C(=O)CCc2nnc3n(C)c(=O)c4ccccc4n23)CC1
  0.0 | 0.0% | -6.3 | ? | -2.6% | 0.0% | -0.1 | 1.3% | /
CCCN1C2CCCC1CC(NC(=O)c1ccc(F)cc1)C2 (stereo unspecified)
  0.8 | -1.6% | 3.1 | -7.9% | -12.2% | 2.1% | -0.6 | -9.6% | 7.1

Single records, from the list above. Values in the order: D2 agonist	Pin1 inh	TRHR enhancer	USP1 inh	rTrxR1 inhibitor	mIDH1 inhibitor	TRHR ag	TrxR1 substrate	D2 antagonist
`COc1ccc(-c2nnc3sc(-c4ccccc4OC)nn23)cc1` in the list: -0.7	3.0%	-4.7	-18.2%	19.1%	-5.2%	-2.4	3.0%	1.7
`O=C(CCN1C(=O)/C(=C/c2ccc3c(c2)OCO3)SC1=S)Nc1ccccc1` in the list: -0.6	-2.7%	-6.2	-13.7%	10.2%	1.4%	-0.2	1.7%[0.457 µM]	-7.3

(next part)
Screens in order – D2 agonist | Pin1 inh | TRHR enhancer | USP1 inh | rTrxR1 inhibitor | mIDH1 inhibitor | TRHR ag | TrxR1 substrate | D2 antagonist
CCc1nc(N2CCN(C(=O)c3ccco3)CC2)c(C#N)c2c1COC(C)(C)C2
  0.0 | -2.5% | 0.6 | -5.9% | -20.1% | -10.0% | 0.7 | 57.1%[activator] | -13.2
COc1ccccc1-c1cc(C(=O)NCCCn2ccnc2)no1
  -0.5 | -6.9% | -5.0 | -3.3% | 7.7% | 2.1% | 0.0 | 11.4% | 45.9*
CN(Cc1ccccc1)C(=O)CSc1nc2ccsc2c(=O)n1-c1ccc(F)cc1
  1.1 | 5.4% | 9.5 | -14.1% | 1.3%[57.1 µM] | -7.5% | 0.1 | -7.2%[57.1 µM] | /
C/C(CCc1ccco1)=N/NC(=O)CCC(=O)Nc1ccc(Br)cc1
  -0.1 | 5.1% | 12.6 | -16.2% | 25.1% | 7.9% | -0.4 | 1.7% | -7.4
COc1ccc(CC(=O)Nc2ccc3nc(SC)sc3c2)cc1OC
  33.3* | -3.5% | -0.5 | -21.8% | 2.8% | 0.0% | -0.8 | 1.9% | 20.8
Cc1ccc(NC(=O)CSc2nnc(-c3ccncc3)o2)cc1C
  -0.6 | 8.6% | -3.5 | 5.5% | 9.2%[57.1 µM] | -6.6% | -0.4 | 3.7%[57.1 µM] | 13.5
CC(C)CC(NC(=O)/C(=C\c1ccco1)NC(=O)c1ccco1)C(=O)O (stereo unspecified)
  0.5 | ? | -5.1 | -16.5% | -11.0% | -1.7% | -0.2 | -0.6% | 2.2
CCN1CCN(c2ccc(NC(=O)c3ccc4c(c3)OCO4)cc2)CC1
  0.5 | 5.5% | -0.8 | -7.1% | 0.9% | -1.6% | 0.5 | 2.7% | -16.3

This is a subset (hit frequency here may not be typical).
